# Screening results as filed in PubChem.
# EBNA-1 inhibitor: blocks EBNA-1 binding to DNA | EBNA-1 DNA binding, fluorescence polarization | inhibition, % at 14.8 µM | hit rate 0.34% among 300,000 | AID 1950; in the data active means inhibition above about 28%
# CR mimetic SO: caloric restriction mimetics inhibiting age-related superoxide in yeast | hit rate 0.18% among 330,000 | superoxide response (% of plate mean), % at 10 µM | S. cerevisiae aged cells, superoxide DHE fluorescence; active compounds read low;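 active means superoxide response under a set limit, about three screen SD below normal, cut at about 65% in these data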;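 further: yeast aged for seven days with compound at 30 °C before DHE staining; 100% = average MFI of all compound-treated wells on the plate with controls excluded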
# Efflux pump mplx: blocks antifungal efflux pumps in multiplex yeast assay. S. cerevisiae Candida pump triplex, Nile Red efflux. inhibition, % at 10 µM. hit rate 0.44% among 330,000;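 active means plate passing quality check with inhibition over a set limit, or well fluorescence over plate mean plus 4 SD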;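 further: Nile Red retained in pooled yeast measured as flow cytometry median fluorescence; 0% = buffer negative control and 100% = Enniatin B positive control; higher means more Nile Red kept so more efflux inhibition; some compounds called inactive have numbers as strong as hits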
# ZTA DNA inh: ZTA (EBV) inhibition in EBNA-1 counter-screen. AID 2234. hit rate 0.15% among 320,000. P03206. ZTA-DNA binding, fluorescence polarization. inhibition, % at 11 µM; in the data active means inhibition above about 33%
# Target sequence (P03206 whole entry, looked up): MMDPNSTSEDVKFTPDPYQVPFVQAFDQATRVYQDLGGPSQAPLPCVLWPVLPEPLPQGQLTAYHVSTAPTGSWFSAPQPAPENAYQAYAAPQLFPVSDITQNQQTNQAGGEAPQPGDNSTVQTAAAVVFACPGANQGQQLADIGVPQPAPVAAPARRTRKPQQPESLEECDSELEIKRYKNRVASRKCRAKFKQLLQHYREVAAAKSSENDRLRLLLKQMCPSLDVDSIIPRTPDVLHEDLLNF
# BCLXL inh: blocks human Bcl-xL binding to Bim BH3 peptide; GST-Bcl-xL / FITC-Bim BH3 peptide fluorescence polarization; AID 2129; hit rate 0.7% among 320,000; inhibition, % at 10.9 µM;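 active means inhibition above the mean of all tested compounds plus 3 SD, cutoff set per campaign, cut at about 30% in these data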;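 further: 0% = DMSO wells and 100% = unlabeled Bim-BH3 peptide competitor; inhibitors lower millipolarization by displacing the labeled peptide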
# Target sequence (Q07817 whole entry, looked up): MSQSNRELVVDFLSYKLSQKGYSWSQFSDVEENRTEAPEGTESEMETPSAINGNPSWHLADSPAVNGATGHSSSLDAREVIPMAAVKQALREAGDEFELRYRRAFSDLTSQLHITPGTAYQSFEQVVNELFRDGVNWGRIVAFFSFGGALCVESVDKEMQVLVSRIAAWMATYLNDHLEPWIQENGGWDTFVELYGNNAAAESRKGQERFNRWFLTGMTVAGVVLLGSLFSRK
# GLD-1 RNA inh: GLD-1-TGE RNA interaction inhibition (C. elegans); AID 2280; inhibition, % at 5.96 µM; purified GLD-1 + fluorescein TGE RNA, fluorescence polarization; hit rate 0.44% among 320,000;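 active means percent inhibition above a per-plate cutoff, the plate mean of test compounds plus 3 SD, cut at about 30% in these data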;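 further: 0% = DMSO wells with GLD-1 and probe and 100% = wells lacking GLD-1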
# MCL1-BIM inh: inhibitors of human MCL1 binding to BIM-BH3 peptide; Q07820; GST-MCL1 / FITC-Bim-BH3 fluorescence polarization; inhibition, % at 10.9 µM; hit rate 0.68% among 320,000; AID 2057;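 active means inhibition above the mean inhibition of all tested compounds plus 3 SD, set per campaign, cut at about 40% in these data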;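 further: 0% = DMSO wells and 100% = unlabeled Bim-BH3 peptide control; higher means more loss of mP so more displacement of Bim peptide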
# Target sequence (Q07820 whole entry, looked up): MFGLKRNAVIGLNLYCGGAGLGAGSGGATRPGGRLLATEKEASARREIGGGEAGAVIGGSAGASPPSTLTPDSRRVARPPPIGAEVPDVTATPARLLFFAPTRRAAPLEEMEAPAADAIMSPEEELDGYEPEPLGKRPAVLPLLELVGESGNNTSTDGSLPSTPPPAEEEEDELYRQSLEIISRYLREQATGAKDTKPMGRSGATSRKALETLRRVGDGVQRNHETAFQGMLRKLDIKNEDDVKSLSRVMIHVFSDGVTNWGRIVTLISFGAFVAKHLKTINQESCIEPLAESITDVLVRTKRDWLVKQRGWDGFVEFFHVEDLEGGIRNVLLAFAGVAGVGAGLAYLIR
# MEX-5 binding: C. elegans MEX-5 TCR-2 RNA binding activity | Q9XUB2 | MEX-5/FITC-TCR2 RNA binding, fluorescence polarization; active compounds read low | activity score (negative = inhibition of binding), % at 10 µM | hit rate 0.38% among 300,000;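 active means inhibition past about -25% in most replicates, and total fluorescence under double the plate's negative control median, limit read from the data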;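 further: 0% = DMSO and -100% = 5 µM competing unlabeled TCR2 RNA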
# Fam108B counter: Fam108B inhibition, counter-screen for RBBP9 inhibitors; recombinant Fam108B, FP-Rh probe fluorescence polarization; hit rate 0.33% among 300,000; inhibition, % at 9.51 µM;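 active means inhibition above the screen mean inhibition plus 3 SD, computed separately per campaign, cut at about 18% in these data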;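 further: inhibitors lower polarization as less probe binds the enzyme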
# Active calls of the source: *; . = not tested or not shown. Hits appear at their usual frequency; overall some 2.3% were active at least once.
SMILES,EBNA-1 inhibitor,CR mimetic SO,Efflux pump mplx,ZTA DNA inh,BCLXL inh,GLD-1 RNA inh,MCL1-BIM inh,MEX-5 binding,Fam108B counter
Cc1ccc(SCc2cc(=O)[nH]c(N3CCN(C)CC3)n2)cc1,-2,115,-0.2,-20,6,7,5,-1.4,3
O=C(/C=C/c1ccc2ccccc2c1)c1ccoc1,-5,97,0.1,10,2,-4,-1,0.5,1
CC(Sc1nnc(C2CC2)n1Cc1ccccc1)C(=O)N1CCNC1=O (centres undefined),.,104,0.0,4,-8,3,-10,.,.
CCCC(=O)Nc1nc2c(c(=O)[nH]1)CCCC2,14,98,0.0,15,2,3,2,2.4,3
CN(C(=O)c1cc(-n2cnnc2)ccc1Cl)c1ccccc1,-8,102,0.1,-16,-4,3,-3,1.8,1
C=CCOc1ccccc1CN1CCSCC1,8,95,-0.1,7,3,5,4,2.1,0
NC(=S)N=Nc1c(O)[nH]c2ccccc12,2,104,-0.6,-5,4,0,8,-14,2
O=C(CC1CC2CCC1C2)N1CCN(S(=O)(=O)c2ccccc2F)CC1 (centres undefined),.,99,0.5,1,-2,0,-5,.,.
O=C1c2ccccc2NC(c2ccccc2Cl)N1N=C1CCCCCC1 (centres undefined),-7,96,-0.3,6,4,7,4,-1.8,1
CN(CC(=O)NC1CCN(Cc2ccccc2)CC1)S(=O)(=O)c1ccc(Cl)s1,.,89,0.0,3,3,-2,3,.,.
CCC(=O)Nc1cc(-c2nn(CC(=O)N3CCCCC3)c(=O)c3ccccc23)ccc1N1CCOCC1,3,96,-0.1,21,6,2,9,-2.8,-1
N/C(=N/O)c1nc(N2CCCC2)nc(N(c2ccccc2)c2ccccc2)n1,-10,99,0.0,-10,8,-1,8,-0.9,3
Clc1cccc(Cl)c1Cn1cnc2c(NCc3ccco3)ncnc21,12,82,-0.1,14,7,2,5,-1.1,1
CC1=CC(=C(C#N)C#N)C=C(C)N1CCN1CCNCC1,-4,97,-0.1,11,5,-3,-2,.,-3
COc1ccc(NC(=O)NCc2cccn2C)c(OC)c1,5,102,-0.1,0,8,0,5,1.5,-4
CC(O)CNc1ccc([N+](=O)[O-])cc1S(=O)(=O)N1CCOCC1 (centres undefined),3,115,0.1,3,3,-4,35,-0.1,4
Cc1ccc(C(=O)NCc2ccccc2CN2CCCC2)cc1S(=O)(=O)N1CCOCC1,.,102,-0.2,-8,3,2,4,.,.
On1c2c(c3c4nonc4ccc31)CCCC2,-3,104,-0.1,-2,20,9,12,-3.4,3
c1csc(CNCCCN2CCOCC2)c1,3,102,0.0,16,2,8,4,0.5,-1
O=C(Nn1c(-c2ccccc2)nc2ccccc2c1=O)C1CCC1,6,103,0.0,-11,7,4,9,-1.2,3
COc1ccc(CCNC(=O)C2CC(=O)N(c3ccc(F)cc3)C2)cc1OC (centres undefined),14,96,-0.2,5,-5,0,-3,0.5,3
Cc1ccc(C)c(OCc2cc(C(=O)N3CCNC(=O)C3)no2)c1,-9,89,-0.2,13,3,1,6,-1.5,15
COCCn1c(-c2ccccc2)nc(=S)c2c1CC(C)(C)OC2,3,115,-0.1,-8,4,10,5,-0.1,6
CN=C(NC#N)NCCSCc1nc[nH]c1C,12,91,0.0,11,10,0,7,2.3,1
O=C(c1ccco1)N1CCN(Cc2nc3cc(Cl)ccc3c(=O)[nH]2)CC1,3,96,-0.1,11,4,-8,5,1.3,-1
N=c1ncn(Cc2ccccc2)c2nc(SCCOc3ccccc3)[nH]c12,1,125,-0.2,-11,-2,3,-9,-1.8,1
O=C(CN1CCN(c2ccccn2)CC1)Nc1cc(F)ccc1F,-9,107,0.3,-13,1,-6,-2,-1.4,0
Cc1ccc(/C=C2\SC(=S)N(CCC(=O)NNS(=O)(=O)c3ccc(C)cc3)C2=O)cc1,10,91,0.0,24,1,-5,-2,-7.0,-9
CCOc1ccc(OCC(=O)c2c(O)c3ccccc3oc2=O)cc1,-5,92,0.3,7,-2,-5,0,-1.1,-6
Cc1sc(NC(=O)CN(CCc2ccccc2)C(=O)C2CC2)c(C(N)=O)c1C,-5,80,-0.1,-6,4,-2,8,0.5,3
CCn1c2ccccc2c2cc(NC(=O)COC(=O)c3cc(S(N)(=O)=O)c(Cl)cc3Cl)ccc21,1,108,0.1,17,2,-4,-2,0.7,3
CC(C)N1C(=O)CCC1C(=O)N1CCCc2ccccc21 (centres undefined),-10,112,0.1,-7,2,7,6,-2.3,4
Cc1cccn2cc(CNC(=O)C3CCCCC3)nc12,-1,88,-0.3,-14,10,1,9,-0.5,5
COC(=O)c1sccc1NC(=O)c1ccccc1Br,4,96,0.0,0,3,-2,7,-3.2,-2
O=C(Nc1nnc(COc2ccc(Cl)cc2)s1)c1ccco1,4,102,-0.3,10,7,4,0,-1.3,-3
CSc1ccccc1OCc1cc(C(=O)N2CCN(Cc3nccn3C)CC2)no1,-6,98,0.2,-8,1,1,3,-0.1,-1
CC(Oc1ccc2oc(-c3ccccc3)c(C(=O)O)c2c1)C(=O)O (centres undefined),-1,87,0.1,4,6,7,4,-0.2,-2
C[n+]1cc(-c2ccccc2)n2c1CCCCC2,1,99,-0.1,0,-12,1,-21,-2.3,3
CCCC(=O)Nc1cc(Cl)ccc1N1CCN(C(=O)CC)CC1,9,98,0.0,8,4,11,2,1.4,-6
CC(=O)Nc1ccc(SC[C@H](Cc2ccccc2)N2CCN(CC(C)C)CCC2=O)cc1,-6,.,.,3,2,12,11,1.7,5
COc1ccc(CC(=O)NNC(=O)c2ccco2)cc1,-11,92,0.3,10,1,-10,0,-5.1,3
O=C(CNCc1ccccc1Cl)Nc1ccc2c(c1)OCCO2,1,87,-0.1,-11,9,4,5,2.2,1
O=C(CCN1C(=O)C2C3CCC(C3)C2C1=O)OCC(=O)c1cccc([N+](=O)[O-])c1 (centres undefined),9,100,-0.7,-20,7,-4,7,-0.7,11
Cc1ccc(C)c(NS(=O)(=O)c2ccc(NC(=O)CSc3ccc(Cl)cc3)cc2)c1,-2,93,0.0,-10,4,3,1,1.8,-4
COc1ccc(N=C2SC(C(=O)Nc3ccc4c(c3)OCO4)CC(=O)N2C)cc1 (centres undefined),2,105,-0.1,-15,1,-1,1,-0.1,3
COc1ccc(-c2noc(-c3cc(C)cc(C)c3)n2)cc1OC,11,98,-0.1,3,6,-1,4,-0.6,1
CCOc1ccc(NC(=O)CSc2nc3ccccc3nc2N2CCCC2)cc1,11,102,0.1,6,0,0,-6,0.5,-1
O=C(Nc1ccc(F)cc1)C(c1ccccc1)N1CCN(S(=O)(=O)c2ccc3ccccc3c2)CC1 (centres undefined),3,90,0.1,-2,-7,4,-13,0.7,-15
O=C(COC(=O)c1ccccn1)c1ccc(Br)cc1,-2,108,1.3*,-2,-3,2,0,0.0,-3
CCOC(=O)N1CCC(N2CCN(Cc3ccccc3)C(CCO)C2)CC1 (centres undefined),12,93,0.1,5,1,-2,-2,-0.1,-2
Cc1ccc(NC(=O)C2C3CCCC2C3c2ccccc2)cc1C (centres undefined),-1,106,0.1,16,3,-8,4,0.8,3
O=[N+]([O-])c1cccc(-c2ccc(C(=S)N3CCN(c4ccccc4)CC3)o2)c1,-5,92,0.0,1,0,4,6,-2.6,-1
O=C(CCN1CCN(c2ccccc2)CC1)Nc1ccccc1F,14,97,-0.1,11,-5,-1,-4,-5.5,-6
COc1ccc(CN(C)C(=S)Nc2ccc(Cl)cc2Cl)cc1,-8,107,-0.1,-24,9,-3,0,-0.6,1
CC1C(=O)N(Cc2ccccc2F)c2ccccc2N1C(=O)c1c(F)cccc1F (centres undefined),-20,65*,0.8,-5,2,-1,3,2.0,2
O=C(N1CCN(Cc2ccc3c(c2)OCO3)CC1)C12CC3CC(CC(C3)C1)C2,5,90,0.0,-1,5,3,2,-1.4,-5
O=C(O)c1ccccc1N/N=C/C1=C(N2CCOCC2)C(=C\c2ccccc2)/CC1,10,86,-0.2,23,6,0,12,-11,9
C=CCOc1ccc(/C=C/C(=O)OCC(=O)NCc2cccc(OC)c2)cc1,.,93,-0.3,16,2,3,10,.,.
Brc1ccc(C2=Nn3c(nnc3-c3n[nH]c4c3CCC4)SC2)cc1,-9,120,0.3,-4,-8,9,0,1.3,-6
